High-throughput results: PubChem, several laboratories
PHOSPHO1 inh: inhibitors of human PHOSPHO1 phosphatase | recombinant PHOSPHO1, absorbance phosphatase assay | Q8TCT1 | inhibition, % at 13.3 µM | 290,000 compounds, 1.1% hits; in the data active = inhibition above about 60%
Target sequence (Q8TCT1 whole entry, looked up): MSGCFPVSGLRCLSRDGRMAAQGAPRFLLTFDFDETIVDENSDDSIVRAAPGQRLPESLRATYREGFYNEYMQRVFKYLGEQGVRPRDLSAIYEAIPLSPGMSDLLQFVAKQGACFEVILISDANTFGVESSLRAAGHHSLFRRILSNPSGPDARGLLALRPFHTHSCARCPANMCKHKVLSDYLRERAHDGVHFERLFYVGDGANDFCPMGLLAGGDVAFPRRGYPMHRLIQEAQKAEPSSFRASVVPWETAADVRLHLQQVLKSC
MEKK2 WT-MEK5: raises or lowers MEK5 binding to wildtype human MEKK2 PB1 domain. Q9Y2U5. bead flow cytometry, Alexa488-MEK5 binding to MEKK2 WT; actives lie on both sides. binding response (% of control), % at 10 µM. 290,000 compounds, 1.1% hits; in the data active = binding response below about 67% or above about 130%
NALP1 yeast inh: NALP1 inhibition; S. cerevisiae NALP1/ASC/caspase-1 growth, X-gal OD620, 72 h; inhibition, % at 10 µM; 280,000 compounds, 0.61% hits; in the data active = inhibition mostly above about 24%, no sharp cut-off; inactive = mostly below about 32%; note: some compounds called inactive have numbers as strong as hits
OXTR agonist: agonists of human oxytocin receptor. P30559. CHO-OTR cells, Fluo-8 calcium fluorescence; normalized: DMSO 0%, oxytocin 100%. activation, % at 3 µM. 320,000 compounds, 0.32% hits. AID 2435;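 active = activation above the mean of all tested compounds plus 3 SD, cutoff set per screening run, cut at about 20% in these data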;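 note: peak over basal fluorescence ratio from a 100 s FLIPR kinetic read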
GPR7 antagonist: antagonists of human GPR7 (neuropeptides B/W receptor 1); P48145; GPR7-expressing cells, fluorescence antagonist assay; inhibition, % at 4.4 µM; 290,000 compounds, 1.1% hits; AID 1861; in the data active = inhibition above about 16%, passing the limit was not always enough;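 note: cells stimulated with the agonist NPW; 0% = agonist with vehicle and 100% = vehicle without agonist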
Target sequence (P48145 whole entry, looked up): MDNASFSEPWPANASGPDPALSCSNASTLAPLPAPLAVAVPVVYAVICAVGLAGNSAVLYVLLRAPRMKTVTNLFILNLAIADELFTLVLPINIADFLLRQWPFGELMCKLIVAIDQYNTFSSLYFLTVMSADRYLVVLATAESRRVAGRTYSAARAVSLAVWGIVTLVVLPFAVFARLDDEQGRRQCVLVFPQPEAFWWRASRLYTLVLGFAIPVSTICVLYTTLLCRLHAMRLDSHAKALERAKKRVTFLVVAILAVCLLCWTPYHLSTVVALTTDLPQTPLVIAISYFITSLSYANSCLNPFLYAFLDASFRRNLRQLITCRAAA
MEKK3 PB1 HTS: modulators (inhibitors or enhancers) of MEK5 binding to human MEKK3 PB1 domain | Q99759 | AID 1529 | bead-based flow cytometry, Alexa488-MEK5 binding to MEKK3; actives lie on both sides; 0 = blocked by unlabeled MEK5, 100 = vehicle | 290,000 compounds, 1.4% hits | binding response (% of control), % at 10 µM;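 active = binding response more than 3 SD above or below the average of its plate-row segment, actives on both sides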;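 note: Alexa488 bead fluorescence after subtracting the streptavidin-only scavenger bead signal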
M18AAP inhibitor: blocks P. falciparum M18 aspartyl aminopeptidase. recombinant PfM18AAP, H-Glu-NHMec fluorogenic cleavage. inhibition, % at 7.35 µM. 290,000 compounds, 1.2% hits. AID 1822;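 active = inhibition above the campaign mean inhibition over all tested compounds plus 3 SD, cut at about 28% in these data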;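 note: 0% = plate median of test compound wells and 100% = 2 mM ZnCl2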
MEKK2 mut-MEK5: signal of MEK5 binding to mutant human MEKK2 PB1 domain. bead flow cytometry, Alexa488-MEK5 binding to MEKK2 mutant. 290,000 compounds, 0.35% hits. AID 1530. percent response, % at 10 µM; in the data active = percent response above about 24%, passing the limit was not always enough; note: inactives centre near 1; some results filed as inactive read as strong as hits; reference of the scale not given here
FID counter: fluorescent intercalator displacement, NS3 helicase counter-screen; DNA fluorescent intercalator displacement, fluorescence; inhibition, % at 7.9 µM; 290,000 compounds, 0.17% hits; AID 1845; in the data active = inhibition above about 37%;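 note: 0% = vehicle and 100% = reference compound; higher means more ethidium bromide displaced from hairpin DNA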
Starred values were filed as active, the others as inactive; nt = no result given.

SMILES	PHOSPHO1 inh	MEKK2 WT-MEK5	NALP1 yeast inh	OXTR agonist	GPR7 antagonist	MEKK3 PB1 HTS	M18AAP inhibitor	MEKK2 mut-MEK5	FID counter
CC(C)(C)C(=O)N1N=C(c2ccc(NS(C)(=O)=O)cc2)CC1c1cccs1 (configuration not stated)	-18	97	9	-0.8	-18	102	-6	1	-8
CC1CCc2c(c3ccccc3n2C(=O)CCl)C1 (configuration not stated)	3	105	8	-1.5	-14	106	14	6	-10
CCOc1ccc(C(=O)OCC(=O)N2CCCC2)cc1OCC	36	103	7	0.3	-8	101	2	0	-24
CC(=O)c1cccc(NC(=O)N2CCCC2C(=O)NCCC(C)C)c1 (configuration not stated)	18	104	2	-1.4	5	104	-3	4	-7
CCOC(=O)c1ccc(N2CN(CC)CNC2=S)cc1	4	107	27	-1.0	-9	130*	-6	1	1
COc1ccc(-c2nc(-c3ccc(Br)o3)no2)cc1OC	-2	110	26	0.0	-15	110	0	2	-3
COCCCNC(=O)c1ccc(CS(=O)(=O)c2ccc(OC)cc2)o1	-7	98	nt	2.1	3	96	-11	2	-3
Cc1ccc(NS(=O)(=O)c2c(C)nc3sccn3c2=O)cc1	-11	99	8	2.7	3	97	-5	2	-12
O=[N+]([O-])c1ccc(N2CCOCC2)cn1	33	92	-6	1.0	-3	100	-7	-6	-1
O=C(CCN1C(=O)c2ccccc2S1(=O)=O)Nc1ccccc1	47	99	-4	1.6	4	100	0	-1	-7
COc1cc(C2NC(=O)c3ccccc3O2)ccc1OC(C)C (configuration not stated)	nt	104	-23	-0.8	-6	97	2	1	-13
c1cc(CN2CCN(C3CCCCCC3)CC2)ccn1	-10	102	-7	0.3	-2	101	4	0	9
O=C(CSc1ncnc2c1nnn2-c1ccc(F)cc1)NCc1ccco1	-6	100	-3	3.5	-4	107	3	-2	-3
CCOc1ccccc1N1CCN(CC(=O)Nc2cc(C)on2)CC1	11	75	-12	0.4	3	64	-3	-12	-21
Cc1ccc(NC(=O)c2ccc(CSc3nnnn3C)cc2)cc1	22	106	8	0.2	4	103	2	4	-9
O=C(CSc1c2c(nc3ccc(Cl)cc13)CCCC2)NCc1ccco1	20	97	-7	-2.2	-1	97	0	-2	-17
Cc1ccc(N(CC(=O)NC2CCCC2)C(=O)CCC(=O)Nc2nccs2)cc1C	13	99	14	0.9	-1	99	3	1	-18
CCOC(=O)C1CCN(C(=O)Nc2ccc(C)c(Cl)c2)CC1	22	104	nt	-0.4	-4	103	-2	1	-19
COCCN(CCOC)S(=O)(=O)c1ccc(C(=O)Nc2ccc(S(=O)(=O)Nc3nccc(C)n3)cc2)cc1	-1	91	28	0.7	-6	91	-2	-13	-26
COc1cc(C(CCN2CCCC(C)C2)c2c(OC)cc(OC)c3c2OC(=O)CC3c2ccc(N(C)C)cc2)cc(OC)c1OC (configuration not stated)	18	136*	15	0.4	nt	96	nt	14	nt
CCCCN(CCCC)CCCNC(=O)CC1Oc2ccc(C)cc2NC1=O (configuration not stated)	54	107	nt	0.3	8	94	-2	5	17
O=S(=O)(Nc1n[nH]c(C(F)(F)F)n1)c1ccccc1	32	87	28	0.7	7	82	-16	-33	-4
CC(C)C(=O)Nc1ccc(N2CCN(C(=O)c3cccs3)CC2)cc1	15	90	26	-0.4	-3	96	0	-1	-5
O=[N+]([O-])c1ccc(N/N=C\c2cccn2-c2ccccc2)nc1	23	nt	-2	1.7	-4	nt	47*	nt	-1
CC(=O)Nc1ccc(C(=O)Nc2cc(C)on2)cc1	nt	102	20	1.7	4	103	-15	6	-1
CCCC(=O)Nc1cccc(NC(=O)c2ccc(C)c([N+](=O)[O-])c2)c1	-3	104	-7	-0.3	1	107	1	7	-3
CCN1C(=O)c2ccc(C(=O)Nc3c(C)cc(C)cc3C)cc2C1=O	-1	107	11	-0.3	-19	97	-1	2	-8
CC(=O)N/C(=N/c1nc(C)cc(C)n1)Nc1ccc(C)cc1Cl	36	103	20	nt	-2	103	2	2	-5
O=C(NC1CC1)C1CCN(c2ccc(S(=O)(=O)N3CCOCC3)cc2Cl)CC1	3	100	2	1.9	-4	103	1	6	-5
CS(=O)(=O)Nc1ccc2c3c(cccc13)CC2	-23	97	15	-1.3	21	99	10	0	3
O=[N+]([O-])c1ccc(O)c(/C=N/Nc2ccccc2[N+](=O)[O-])c1	18	102	20	3.4	-14	106	-13	6	6
CCNC(=S)Nc1cccc(S(=O)(=O)Nc2ccccc2OC)c1	20	103	13	4.8	-5	101	-14	-1	-4
COc1ccc(CNC(=O)C2CCCN(S(=O)(=O)N3CCC(C)CC3)C2)c(OC)c1 (configuration not stated)	24	92	-3	-0.9	4	97	-6	0	-41
COc1ccc(C2CC(c3cccs3)=NN2C(=O)COC(=O)C2CCCCC2)cc1OC (configuration not stated)	24	98	11	-0.6	-3	99	-5	-8	-3
CCOc1ccc(/C=N/n2cnnc2)cc1	19	111	7	-0.5	-7	105	6	7	-3
Cc1ccccc1NS(=O)(=O)c1ccc(OCC(=O)N2CCCC2)cc1	12	103	nt	0.4	-11	103	-8	2	-8
CCN(C(=O)COC(=O)c1cc(-c2cccs2)nc2ccccc12)C1CCS(=O)(=O)C1 (configuration not stated)	63*	92	9	3.1	3	103	2	-2	-13
Fc1ccc(N/N=C/c2cccnc2)c(F)c1	-37	84	3	0.2	-3	79	-6	-10	20
COc1ccccc1NS(=O)(=O)c1cc(NC(=O)C2CC2)ccc1N1CCOCC1	17	89	16	1.6	1	94	42*	-13	-17
CCOC(=O)C1CCN(c2nc3ccccc3nc2C(C#N)C(=O)NCCc2ccccc2)CC1 (configuration not stated)	-8	95	-1	nt	8	107	-1	-3	-4

Compound profiles (already shown). Screens in order: PHOSPHO1 inh	MEKK2 WT-MEK5	NALP1 yeast inh	OXTR agonist	GPR7 antagonist	MEKK3 PB1 HTS	M18AAP inhibitor	MEKK2 mut-MEK5	FID counter
CC(=O)Nc1ccc(C(=O)Nc2cc(C)on2)cc1 in the list: nt	102	20	1.7	4	103	-15	6	-1
CC(=O)N/C(=N/c1nc(C)cc(C)n1)Nc1ccc(C)cc1Cl in the list: 36	103	20	nt	-2	103	2	2	-5

The listing picks up with the four entries that preceded the break.
SMILES	PHOSPHO1 inh	MEKK2 WT-MEK5	NALP1 yeast inh	OXTR agonist	GPR7 antagonist	MEKK3 PB1 HTS	M18AAP inhibitor	MEKK2 mut-MEK5	FID counter
CCN(C(=O)COC(=O)c1cc(-c2cccs2)nc2ccccc12)C1CCS(=O)(=O)C1 (configuration not stated)	63*	92	9	3.1	3	103	2	-2	-13
Fc1ccc(N/N=C/c2cccnc2)c(F)c1	-37	84	3	0.2	-3	79	-6	-10	20
COc1ccccc1NS(=O)(=O)c1cc(NC(=O)C2CC2)ccc1N1CCOCC1	17	89	16	1.6	1	94	42*	-13	-17
CCOC(=O)C1CCN(c2nc3ccccc3nc2C(C#N)C(=O)NCCc2ccccc2)CC1 (configuration not stated)	-8	95	-1	nt	8	107	-1	-3	-4
COc1ccc(/C(O)=C2\C(=O)C(=O)N(c3cc(C)on3)C2c2cccc(OC)c2OC)cc1C (configuration not stated)	21	109	0	-0.2	-2	106	2	4	-40
COc1ccc(CCNC(=O)CCCc2ccccc2)cc1	19	97	6	-2.3	-7	98	-4	4	-16
CC(=O)NCc1nnc2c3ccccc3c(-c3ccccc3)nn12	61*	96	13	-0.3	-5	100	-3	-1	-9
O=C(CSc1nnnn1-c1ccccc1)N1CCc2ccccc21	-31	73	6	-0.5	1	80	-1	-10	-3
CCn1c(Cc2ccccc2)nnc1SCC(=O)c1cccc([N+](=O)[O-])c1	12	100	1	-2.1	1	100	2	1	-11
COC(=O)c1cc2c(C)cc3ccc(C)cn3c-2c1C(=O)OC	-6	109	12	0.4	-8	109	5	9	-1
C[C@H](NC(=O)CCC1CCC(=O)N1)c1ccccc1 (some centres not stated)	nt	104	nt	0.4	nt	98	nt	2	nt
COc1ccc(NC(=O)COc2ccc(C(=O)c3ccc(F)cc3)cc2)cc1S(N)(=O)=O	-4	101	12	0.3	-6	100	-1	3	-26
Cc1cccc(NC(=S)Nc2c(C)n(C)n(-c3ccccc3)c2=O)c1C	0	109	26	1.3	-3	104	-10	5	-8
N#Cc1c(NC(=O)CSc2nnc(-c3ccccc3O)n2-c2ccccc2)sc2c1CCCC2	34	102	17	0.4	-3	108	-5	11	-8
CC(C)N1CCN(Cc2ccc(OC3CCCC3)cc2)CC1CCO (configuration not stated)	8	101	8	2.3	-4	102	-3	2	2
Cc1ccn2cc(-c3ccc(NC(=O)c4ccco4)cc3)nc2c1	5	100	46*	0.7	-10	101	1	1	14
O=C(CCS(=O)(=O)c1cccs1)Nc1ccc(C(=O)NCc2cccs2)cc1	-7	83	24	1.2	-3	79	3	-16	-9
CCc1ccc(NC(=S)/N=C(\N)Nc2nc(C)c3cc(CC)ccc3n2)cc1	16	96	0	-1.3	-4	95	0	0	-2
O=C(Cc1cccc2ccccc12)NCC(=O)Nc1ccccc1F	14	106	7	-0.5	10	105	-12	5	-10
O=C(NCC1CCCO1)c1cc2c(=O)[nH]c3ccccc3c2s1 (configuration not stated)	-29	101	-4	0.3	-7	101	2	-3	-9
Cc1cc(C)nc(SCC(=O)OCC(=O)N(C)c2c(N)n(Cc3ccccc3)c(=O)[nH]c2=O)n1	16	105	1	0.4	-8	104	-2	0	-16
C=CCOC(=O)/C(=C/c1cccc2ccccc12)NC(=O)c1ccccc1	6	97	26	-1.5	0	107	5	-1	-25
CCOCc1nnc(NC(=O)COc2ccc3c(c2)OCO3)s1	26	93	3	2.7	8	96	9	-5	-15
O=S(=O)(c1cccc2cccnc12)N1CCN(c2ccccc2)CC1	17	101	5	2.6	7	101	-5	0	-9
